# mHtt clearance – compounds clearing mutant huntingtin protein; HeLa Exon1htt(103Q)mCFP, aggregate imaging; zero = plate's median compound well; inhibition, % at 1.5 µM; hit rate 0.42% among 47,000; AID 853;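 active means inhibition of aggregate fluorescence above about 70%, also judged a hit by eye on the cell image, limit read from the data, passing the limit was not always enough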;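 further: cells exposed to compound for three days before fixation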
# mHtt clearance grain fraction – further read-out of mHtt clearance, marked with its call; fraction fluorescence in grains; measured here: aggregate grain fluorescence fraction; active compounds read low;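 scaled fraction of total cell fluorescence in grains with unit not stated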
# * marks the source's active call; other numbers are inactive results. A portion of the library (hit frequency here may not be typical).
canonical_smiles,mHtt clearance,mHtt clearance grain fraction
O=C(COC(=O)CNS(=O)(=O)/C=C/c1ccccc1)NC1CCS(=O)(=O)C1 (stereo not drawn),-4,44
O=S(=O)(NCCc1ccccc1)c1cccc(S(=O)(=O)N2CCOCC2)c1,20,31
Nn1c(SCC(=O)Nc2ccc(F)cc2)nnc1-c1cccnc1,33,11
COc1cccc(NC(=O)N2CCN(C(=O)C(Cc3ccc(OC)c(OC)c3)NC(C)=O)CC2)c1 (stereo not drawn),-188,55
COc1ccccc1-c1nn2c(C(F)(F)F)nnc2s1,-54,27
Fc1ccc(OCc2nc(-c3ccc(Br)o3)no2)c(F)c1,13,45
Cc1cccc(NC(=O)c2snc3c(=O)[nH]cnc23)c1,-101,42
COc1cc(C(=O)Nc2ccc(S(=O)(=O)Nc3onc(C)c3C)cc2)cc(OC)c1OC,-2,35
CS(=O)(=O)N(Cc1cc2ccccc2[nH]c1=O)C1CCCCC1,66,12
O=C(CN1C(=O)CC(c2ccccc2)=Nc2ccccc21)NCc1ccco1,-37,27
CCOCCc1nnc(NC(=O)COC)s1,20,17
O=C(c1ccco1)N1CCN(C(=O)c2cc(-c3ccccc3)nc3ccccc23)CC1,-32,51
CCCc1[nH]nc2c1C(c1cc(OC)ccc1F)C(C#N)=C(N)O2 (stereo not drawn),6,19
CC(NC(=O)c1cc2sccc2n1C)c1ccc2c(c1)OCCO2 (stereo not drawn),-13,38
CCc1ccc(-n2nc3ccc(NC(=O)c4ccc5c(c4)OCO5)cc3n2)cc1,6,36
Cn1c(NCc2ccco2)nc2c1c(=O)n(Cc1ccc(Cl)cc1)c(=O)n2C,-30,49
CCOC(=O)c1ccc(NC(=O)CN2C(=O)CNC2=O)cc1,-10,21
C=CCc1c(C)nc(SC)nc1Nc1ccc(C(=O)O)cc1,-70,33
COc1cc(C(=O)OC2CCN(C)CC2)cc(OC)c1OC,-12,41
O=C(c1ccc2c(=O)n(-c3ccccc3)c(=O)[nH]c2c1)N1CCN(c2ccc(F)cc2)CC1,14,29
COc1ccc(N(C(=O)c2ccco2)S(=O)(=O)c2cc(OC)ccc2OC)cc1,12,16
COc1ccc(CCNC(=O)c2c(O)c3c([nH]c2=O)CCCC3)cc1,7,35
O=C(O/N=C(\c1ccccc1)c1ccccn1)c1ccc(Cl)c(Cl)c1,-25,45
Cc1cc(C)nc(NS(=O)(=O)c2ccccc2)n1,8,32
NS(=O)(=O)c1cccc2cccnc12,33,13
Cc1nc(-c2cccc(S(=O)(=O)N3CC(C)CC(C)C3)c2)cs1 (stereo not drawn),14,33
Cc1ccc(NC2=NCC(=O)N2c2ccc3c(c2)OCCO3)c(C)c1,10,16
O=c1[nH]c(=O)n(Cc2ccccc2)c2nc(-c3ccco3)cc(C(F)(F)F)c12,-12,39
CCOC(=O)c1c(C)oc(/N=C/c2ccccc2O)c1C#N,-47,50
Cc1ccc(NC(=O)N2CCc3ccccc32)cc1,-50,30
CCCC(=O)Nc1nc2n(n1)C(c1ccccc1)CC(=O)N2 (stereo not drawn),-23,46
Cc1ccc(NC2=CC(=O)CC(c3ccco3)C2)c(N)c1 (stereo not drawn),14,18
Cc1ccc(-n2c(-c3ccc(Br)cc3)c[n+]3c2CCc2ccc4cccnc4c2-3)cc1,-72,68
CCOC(=O)C(NC(=O)CC)(Nc1ccccc1OC)C(F)(F)F (stereo not drawn),48,11
CCc1nc(C)c(C#N)c2cc(OC)c(OC)cc12,-55,31
Cc1nn(-c2nc3ccccc3[nH]2)c(N)c1-c1ccc(Cl)cc1,32,27
CC(C)C(NC(=O)C12CC3CC(CC(C3)C1)C2)C(=O)O (stereo not drawn),10,19
O=C(NC12CC3CC(CC(C3)C1)C2)c1ccccc1O,-19,44
CC(=O)Nc1nnc(SCC(=O)NC(C)(C)C)s1,0,44
Cc1cc(OCC(=O)Nc2ccc(S(=O)(=O)N3CCN(C)CC3)cc2)ccc1Cl,-41,27
Cc1ccc(NC(=O)CSc2nnc(-c3ccncc3)o2)cc1,6,35
COc1ccc(-c2nnn(CC(=O)N3CCN(c4ccccc4OC)CC3)n2)cc1,-27,23
COc1ccc(C2CC(=O)C3=C(C2)Nc2ccccc2N(C(C)=O)C3c2ccco2)cc1 (stereo not drawn),43,21
CC(C)COC(=O)Cn1cnc2ccc(Br)cc2c1=O,17,28
CC(C)C(=O)Nc1cccc(NC(=O)c2cccc([N+](=O)[O-])c2)c1,67,6.7
O=C(CN1C(=O)c2cccnc2C1=O)c1ccccc1,41,11
O=C(NCCN1CCOCC1)c1ccc2ccccc2c1,-30,52
CCN(CC)CCCN(C(=O)c1cccs1)c1nc(-c2ccc(OC)cc2)cs1,-11,38
CCCC(=O)Nc1cc(=O)[nH]c2ncnn12,40,25
CCCC(=O)O[C@H]1C[C@@H](C)N(C(=O)c2ccccc2)c2ccc(C)cc21,13,34
O=C(CN(C(=O)CCC(=O)Nc1nccs1)c1cccc(F)c1)NCC1CCCO1 (stereo not drawn),12,17
Cc1cc(NC(=O)CN2CCCCCCC2)no1,38,13
CCCn1c(SCC(=O)Nc2nccs2)nnc1-c1cccnc1,-99,41
COC(=O)c1c(/N=C/N(C)C)sc2c1CCN(c1ncc(C(F)(F)F)cc1Cl)C2,41,25
COc1c(C)cc(Br)cc1C(=O)O,21,17
CCOC(=O)C1CCN(C(=O)CN(Cc2ccccc2)S(C)(=O)=O)CC1,10,16
c1ccc(Cn2c(SCc3cn4cccnc4n3)nnc2-c2ccco2)cc1,33,25
O=C(NCCCN=C1NS(=O)(=O)c2ccccc21)c1ccco1,-4,21
O=C(Nc1ccccc1)N1CCC(n2c(=O)[nH]c3ccccc32)CC1,-12,58
OCC1CCCN1C(=S)Nc1ccccc1 (stereo not drawn),49,20

# (continued)
canonical_smiles,mHtt clearance,mHtt clearance grain fraction
CC1CCN(CCCNC(=O)COc2cc(=O)n(C)c3ccccc23)CC1,30,26
COc1ccc(N2CCN(C(=O)CCCOc3cc(=O)n(C)c4ccccc34)CC2)cc1,-6,39
CN(Cc1nc(-c2cccnc2)no1)S(=O)(=O)c1ccc(Br)cc1,-39,25
COc1ccc(CCNC(=O)CN(C)S(=O)(=O)c2ccc3c(c2)CCC(=O)N3)cc1OC,-35,63
COc1ccc(CNC(=O)c2c(O)c3ccccc3n(C)c2=O)cc1OC,-45,53
CCOc1ccc2cc(S(=O)(=O)N3CCN(C)CC3)ccc2c1,-30,27
CCC1CCCCN1S(=O)(=O)c1ccc(S(=O)(=O)N(Cc2cccs2)C2CC2)cc1 (stereo not drawn),34,22
COc1ccccc1CC(=O)NCc1ccc2c(c1)OCO2,-4,19
COC(C)(C)c1cc(C(C)(C)C)nc(N)n1,3,20
CCOC(=O)C1CCCN(C(=O)c2cn(CC(C)C)c(=O)c3cc(OC)c(OC)cc23)C1 (stereo not drawn),33,12
NC(CSC12CC3CC(CC(C3)C1)C2)C(=O)O (stereo not drawn),13,35
CC1=C/C(=C/N(C)c2ccccc2)C(=O)S1,-16,22
CSc1cccc(NC(=O)C(C)NS(=O)(=O)c2ccc(F)cc2)c1 (stereo not drawn),-69,40
CCCn1c(SCC(=O)NC(=O)Nc2ccc(C)cc2C)n[nH]c1=O,48,11
COc1ccc(OC)c(C2=NOC(C(=O)N3CCN(c4ccccc4)CC3)C2)c1 (stereo not drawn),-191,107
CCC(=O)Nc1ccc2oc(-c3cccc(C)c3)nc2c1,11,18
O=C(C1CC1)N1CCN=C1SCc1ccc(F)cc1,2,47
COc1ccc(OCC(=O)Nc2cccc3ncccc23)cc1,58,8.1
CCC(Sc1nnnn1C)C(=O)Nc1ccc(C(C)=O)cc1 (stereo not drawn),20,27
CCCN1CCN(C(=O)Cn2cccc2C(=O)c2ccccc2)CC1,0,44
Cc1ccc(NCc2ccccc2O)cc1,-5,34
CCOC(=O)N1CCN(C(=O)CCSc2ccc(C)cc2)CC1,-3,17
O=C(CCNS(=O)(=O)c1ccc(Cl)cc1)NCc1cccnc1,16,16
c1ccc2c(Cn3nnc4ccccc43)cccc2c1,43,11
CCOC(=O)CNC(=O)CSc1nnc(-c2ccccc2)n1Cc1ccco1,59,9
CCOC(=O)Cc1csc(NC(=O)CS(=O)(=O)Cc2ccccc2)n1,-23,22
CC1(C(=O)Nc2nnc(C(C)(C)C)s2)Cc2ccccc2C(=O)O1 (stereo not drawn),28,27
Clc1ccc(CSc2nncn2-c2ccccn2)cc1,-4,36
CCn1c(CC(=O)Nc2cccc(OC)c2)nnc1SCC(=O)N1CCN(c2ccccc2)CC1,28,14
COC(=O)CCN(C(=O)c1ccc(OC(C)=O)cc1)c1ccccn1,4,40
CCOC(=O)N1CCN(c2cc(=O)n(-c3ccccc3Cl)c(=O)[nH]2)CC1,53,15
CCOCCCN1C(=O)C(O)=C(C(C)=O)C1c1cccs1 (stereo not drawn),-28,24
COc1cc(S(=O)(=O)N2CCOCC2)ccc1NC(=O)COC(=O)c1ccccn1,-31,50
Cc1ccc2cccc(NC(=O)c3ccc(Br)o3)c2n1,27,14
CCCN1C2CCCC1CC(NC(=O)Nc1ccc(C(C)C)cc1)C2 (stereo not drawn),-9,20
COc1ccc(N2CCN(C(=O)c3cccc(N4C(=O)C5CC=CC(C)C5C4=O)c3)CC2)cc1 (stereo not drawn),-1,41
COCc1cc(Sc2ccc(Cl)cc2Cl)nc(-c2ccccc2)n1,-19,37
Cc1cc(C)c([N+](=O)[O-])cc1-c1ccc(/C=N/c2c(-c3ccco3)nc3ccccn23)o1,6,28
CNC(=O)c1[nH]cnc1C(=O)Nc1ccc(C)cc1,44,10
O=C(C1CC1)N1CCc2cc(S(=O)(=O)N3CCCc4ccccc43)ccc21,22,28
CCOc1ccc(NC(=O)CS(=O)(=O)c2cn(CC)c3ccccc23)cc1,47,25
O[C@@H]1C2CCCC1[C@]1(O)CCCCC1C2 (stereo partly drawn),-51,31
Cn1nc(-c2ccc(OCC(=O)Nc3ccccc3)cc2)c2ccccc2c1=O,0,21
Cc1cc(NC(=O)CN2C(=O)NC(C)(c3ccc(OC(F)F)cc3)C2=O)no1 (stereo not drawn),-64,66
O=C(COc1ccc(N2CC(C(=O)O)CC2=O)cc1)Nc1cccc(C(F)(F)F)c1 (stereo not drawn),21,16
CSc1nc(-c2ccccc2)nc(N2CCCC2)c1C(C)=O,24,15
COc1ccc(-c2[nH]ncc2-c2ccc(Cl)cc2)c(O)c1,21,35
CC1CC2(CCCCC2)Nc2c1ccc1ccccc21 (stereo not drawn),4,18
CCOC(=O)C(Cc1ccccc1)NC(=O)CCc1c(C)nc2ncnn2c1C (stereo not drawn),-64,59
CC(=O)Nn1cc2c(=O)n(C)c(=O)n(C)c2c1,-39,28
CN1/C(=C\C(=O)C(F)F)C(C)(C)c2ccccc21,0,19
COc1ccccc1C(=O)Nc1cc(-c2nn3c(C)nnc3s2)ccc1C,-14,37
CCOC(=O)c1sc2nc3c(cc2c1N)COC(C)(C)C3,-16,21
Cc1cc(-c2ccccc2)nc(N2CCN(c3ccccn3)CC2)n1,-170,101
CCc1ccc(-c2cc(C(=O)N3N=C(C(F)F)CC3(O)C(F)F)c3ccccc3n2)cc1 (stereo not drawn),22,30
Cc1ccc(CNC(=O)C2c3ccccc3C(=O)N3CCc4ccccc4C23)o1 (stereo not drawn),-62,31
O=C(COc1ncnc2ccc(Br)cc12)Nc1ccc(N2CCOCC2)cc1,16,29
COc1ccc(S(=O)(=O)N2CCN(c3ccc(C)cc3C)CC2)cc1OC,-22,41
COc1ccc(N2CCN(S(=O)(=O)c3cccc(C(F)(F)F)c3)CC2)cc1,-39,26
CCc1ccc(CNCCSc2nnnn2C)cc1,-10,41

# (list continues)
canonical_smiles,mHtt clearance,mHtt clearance grain fraction
O=C(CN1CCN(c2nc(-c3ccccc3)cs2)CC1)NCc1ccc2c(c1)OCO2,-2,34
O=C(Cn1c(SCC(=O)NC2CCCC2)nnc1-c1ccncc1)Nc1ccc2c(c1)OCO2,6,21
CCOC(=O)c1sc(=S)n(-c2cc(F)ccc2F)c1N,-6,38
CCOC(=O)c1[nH]c(C)c(C(=O)C(C)C)c1C,1,20
c1ccc(Cn2nnnc2C(c2ccccn2)N2CCOCC2)cc1 (stereo not drawn),-42,29
COC(=O)Nc1nc(C)c(C(=O)N(C)C)s1,-18,46
O=C(CSc1nnc(-c2cccs2)n1Cc1ccco1)c1ccc2c(c1)OCO2,-13,23
COc1nc(OC)nc(N2CCC(C(=O)Nc3cccc4c3CCCC4)CC2)n1,15,31
CCN(CC)CCN1C(=O)c2ccccc2NC1c1ccccc1F (stereo not drawn),-25,25

# Compound activity (PubChem)
